Compound activity: PubChem, several laboratories
RGS4 block: RGS4 inhibitors, primary screen, cell-based, HEK293 M3R inducible RGS4, calcium flux; Fluo-4 calcium flux; stronger effect = higher value; triggered by carbachol at its EC20; B-score at 10 µM; 0.45% of 310,000 active; AID 463165, 2010;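 active = B-score, a plate-corrected calcium signal, over three deviations above library mean, with baseline fluorescence within five deviations of library mean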;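 also: RGS4 expression induced by doxycycline in cells with stable M3 receptor; B-score is computed from the integrated fluorescence ratio over baseline after carbachol; higher B-score means a larger calcium signal and so more RGS4 inhibition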
Target sequence (P49798 whole entry, looked up): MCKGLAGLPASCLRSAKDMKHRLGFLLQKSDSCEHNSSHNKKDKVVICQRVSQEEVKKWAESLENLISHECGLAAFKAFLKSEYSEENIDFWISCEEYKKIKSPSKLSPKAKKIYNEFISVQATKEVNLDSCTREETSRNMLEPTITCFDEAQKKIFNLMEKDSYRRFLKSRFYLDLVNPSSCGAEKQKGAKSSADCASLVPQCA
hERG protect: hERG rescue from dofetilide block, primary screen, cell-based, CHO-hERG, FluxOR thallium flux, dofetilide IC70. dofetilide IC70 present. activation (rescue from dofetilide block), less the hit threshold, % at 10 µM. 0.51% of 310,000 active. AID 1511, 2009;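 active = activation above the mean of controls blocked by dofetilide plus 5 SD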;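 also: thallium influx through hERG after potassium depolarization seen as dye fluorescence rise; in these data hits start at about 4.7%; inactives centre near -7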
SKKanGAS inh: S. pyogenes SKKanGAS growth inhibitors in kanamycin, primary screen, streptokinase expression inhibitor project, SKKanGAS strain, BacTiter-Glo luminescence; inhibition, % at 7.5 µM; 1.3% of 300,000 active; 6 h; AID 1662, 2009;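 active = mean replicate score, as percent of positive control median, at least 50; inconclusive = mean below 50 but one replicate at or above 50; inactive = mean and every replicate below 50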;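 also: strain carries kanamycin resistance gene driven by streptokinase promoter and grows in 40 µg/ml kanamycin; loss of luminescence reflects streptokinase promoter inhibition or plain growth inhibition; 0% = median of DMSO wells and 100% = positive control at its reference dose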
ANO1 activ: TMEM16A chloride channel activators or potentiators, primary screen, cell-based, HTS. B-score at 10 µM. Anoctamin-1 (Mus musculus), Q8BHY3. HEK293 TMEM16A/YFP-H148Q/I152L, iodide quench fluorescence; stronger effect = lower value. 0.3% of 340,000 active;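 active = fluorescence-ratio B-score plate-corrected deviation score at least 3 library SD below zero, with starting fluorescence score within 5 deviations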;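 also: channel opened by trigger with iodide after compound preincubation; score built on the fluorescence ratio of max minus min over baseline; more negative score means more quench and so TMEM16A activation or potentiation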
KCNQ1 act: potentiators or activators of KCNQ1 channel, primary screen, cell-based, thallium flux, high-throughput | Potassium voltage-gated channel subfamily KQT member 1 (Homo sapiens), P51787 | CHO-K1 KCNQ1, thallium flux FluxOR fluorescence; stronger effect = higher value | B-score at 10 µM | 0.35% of 310,000 active | AID 2648, 2010;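 active = fluorescence ratio B-score, a plate-corrected score, at least three library SD, with initial intensity B-score within 5 SD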
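Schedule – 37 °C overnight plating, 90-min dark dye load, 20-min compound pretreatment · System – stable KCNQ1 CHO-K1 line · Probe or stimulus – thallium- and potassium-containing depolarizing buffer · Measured by – kinetic FluxOR fluorescence, 10 s baseline plus 110 s post-stimulus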
RGS4 act: RGS4 potentiators or activators, primary screen, cell-based, HEK293 M3R inducible RGS4, calcium flux; carbachol calcium flux Fluo4; stronger effect = lower value; B-score at 10 µM; 0.92% of 310,000 active; AID 463111, 2010;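 active = B-score of the integrated calcium signal more than 4 SD below the library mean, with starting fluorescence not abnormally high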;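 also: negative B-score means reduced calcium response which marks RGS4 activation or potentiation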
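Material: Inducible-RGS4 HEK293 cells carrying M3 receptor; also added: carbachol at ECmax as muscarinic agonist stimulus; incubation: compound preincubation 20 min at room temperature before agonist; signal: Fluo4-AM (2 µM) calcium-flux fluorescence, kinetic read; measure: integrated calcium ratio converted to B score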
HDAC3 inh: HDAC3 deacetylase inhibitors, primary screen, biochemical, fluorescence, cell-free homogeneous. 0.15% of 320,000 active. AID 2718, 2010. recombinant HDAC3, fluorogenic peptide/trypsin coupled. Histone deacetylase 3 (Homo sapiens), O15379. inhibition, % at 8.3 µM; in the data active = inhibition above about 26%, passing the limit was not always enough; inconclusive = no clear call, values can overlap the other calls
Target sequence (O15379 whole entry, looked up): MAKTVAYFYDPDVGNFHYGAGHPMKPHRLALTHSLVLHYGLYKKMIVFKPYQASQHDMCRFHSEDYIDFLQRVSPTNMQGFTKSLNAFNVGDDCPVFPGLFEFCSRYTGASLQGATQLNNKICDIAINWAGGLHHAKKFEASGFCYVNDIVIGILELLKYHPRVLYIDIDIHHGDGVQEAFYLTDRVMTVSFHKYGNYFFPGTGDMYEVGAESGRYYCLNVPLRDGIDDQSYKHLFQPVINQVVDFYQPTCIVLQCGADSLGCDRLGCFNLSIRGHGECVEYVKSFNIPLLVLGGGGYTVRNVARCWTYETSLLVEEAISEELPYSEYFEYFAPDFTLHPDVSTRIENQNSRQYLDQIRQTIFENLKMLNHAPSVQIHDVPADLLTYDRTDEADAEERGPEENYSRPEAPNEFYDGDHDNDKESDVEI
KCNK9 inh: KCNK9 potassium channel inhibitors, primary screen, HEK293 cells, thallium flux; Potassium channel subfamily K member 9 (Homo sapiens), Q9NPC2; FluxOR thallium flux fluorescence; stronger effect = lower value; B-score at 10 µM; 1.2% of 310,000 active; AID 488922, 2010;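 active = ratio B-score over 3 SD below the library mean, with starting fluorescence within 5 SD of its mean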;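 also: negative B-score means less thallium flux so channel inhibition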
Target sequence (Q9NPC2 whole entry, looked up): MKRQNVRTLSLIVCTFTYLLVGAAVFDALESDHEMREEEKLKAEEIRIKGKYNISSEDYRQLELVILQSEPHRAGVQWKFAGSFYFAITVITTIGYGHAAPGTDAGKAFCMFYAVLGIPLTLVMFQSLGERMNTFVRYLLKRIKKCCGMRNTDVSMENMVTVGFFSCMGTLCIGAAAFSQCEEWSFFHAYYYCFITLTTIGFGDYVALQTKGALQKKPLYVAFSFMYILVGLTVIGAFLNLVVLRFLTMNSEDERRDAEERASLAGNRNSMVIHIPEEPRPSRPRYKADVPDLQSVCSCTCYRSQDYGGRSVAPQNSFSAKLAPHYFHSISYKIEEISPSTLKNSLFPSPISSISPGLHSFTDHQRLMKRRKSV
ANO1 block: TMEM16A chloride channel inhibitors, primary screen, cell-based, HTS; Anoctamin-1 (Mus musculus), Q8BHY3; HEK293 TMEM16A/YFP iodide influx fluorescence, ionomycin; normalized B-score (activity score, 25-100; higher = stronger inhibition) at 10 µM; 1.2% of 310,000 active; AID 588511, 2011;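 active = ratio plate-corrected score three or more library SD toward inhibition, starting fluorescence score within five deviations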;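 also: score derived from kinetic fluorescence span divided by baseline fluorescence per well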
KCNQ1 block: inhibitors of human KCNQ1 channel, primary screen, cell-based, thallium flux, high-throughput. Potassium voltage-gated channel subfamily KQT member 1 (Homo sapiens), P51787. CHO-K1 KCNQ1, FluxOR thallium flux fluorescence; stronger effect = higher value. B-score at 10 µM. 1.3% of 310,000 active;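 active = compounds whose thallium flux B-score, printed positive for inhibition, exceeds three library SD while starting fluorescence stays within three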;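 also: channel opened by potassium depolarization with thallium stimulus after 20 min compound exposure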
KCNK3 block: human KCNK3 channel inhibitors, primary screen, CHO cells, FluxOR thallium flux, B-score; Potassium channel subfamily K member 3 (Homo sapiens), O14649; FluxOR fluorescence; stronger effect = lower value; B-score at 10 µM; 0.84% of 340,000 active; AID 602410, 2012;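 active = B-score under library mean minus 4 SD, starting fluorescence ratio at most library mean plus 5 SD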;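 also: more negative B-score means stronger inhibition of thallium flux through KCNK3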
Starred values were filed as active, the others as inactive; i = inactive; ? = inconclusive; . = not tested or not shown.

SMILES	RGS4 block	hERG protect	SKKanGAS inh	ANO1 activ	KCNQ1 act	RGS4 act	HDAC3 inh	KCNK9 inh	ANO1 block	KCNQ1 block	KCNK3 block
N#C/C(=C(/O)CN1CCN(c2ccccc2F)CC1)c1nc(-c2ccc(Cl)cc2)cs1	i	-5	20	i	i	i	0	i	i	i	i
O=C(COc1ccccc1Br)N1CCN(c2ccccc2)CC1	i	-7	-4	i	i	i	-2	i	i	i	i
CCN1C(=O)[C@@H]2[C@H](C1=O)[C@@H]1C(=O)Nc3ccccc3C(=O)N1[C@@H]2c1cccc(Cl)c1	i	-4	5	i	i	i	-2	i	i	i	i
CC1CCC(C(C)C)C(OC(=O)CSc2nccc(=O)[nH]2)C1 (stereo not drawn)	i	-12	8	i	i	i	-3	i	i	i	i
CN(C)S(=O)(=O)c1ccc(-n2cccc2)cc1	i	-4	9	i	i	i	-3	i	i	i	i
COc1cc(NC(=O)Cn2c(=O)n(CC3CCCO3)c(=O)c3ccccc32)cc(OC)c1 (stereo not drawn)	i	-9	-2	i	i	i	.	i	i	i	i
C/C(=N\NS(=O)(=O)c1ccc(Cl)c([N+](=O)[O-])c1)c1cc2ccccc2o1	i	-10	-8	i	i	i	10	i	i	i	i
Cc1sc[n+](CC(=O)c2ccc(Br)cc2)c1C	i	-6	-6	i	i	i	9	i	i	i	i
C[C@H]1CCC2[C@](C)(CO)[C@@H](O)CC[C@]2(C)[C@@]12CCC(CO)(CCO)O2 (stereo partly drawn)	i	-4	4	i	i	i	3	i	i	i	i
CC(C)=Cc1oc2ccc([N+](=O)[O-])cc2c1N1CCOCC1	i	-20	0	i	i	i	-6	i	i	i	i
Cc1cc(C[n+]2ccccc2)c2nsnc2c1	i	-1	-1	i	i	i	-13	i	i	i	i
O=C(c1ccc(F)cc1)c1ccc(-c2ccc(F)cc2)nc1	i	-3	2	i	i	i	1	i	i	i	i
Cc1c(NS(=O)(=O)c2ccc(NCC3CCCO3)c([N+](=O)[O-])c2)c(=O)n(-c2ccccc2)n1C (stereo not drawn)	i	-6	-6	i	i	i	2	i	i	i	i
CCOC(=O)Cn1c2ccc(F)cc2c2nc(C)sc21	i	-12	-6	i	i	i	-1	i	i	i	i
CC(C)N1CC(O)=C(c2nc3ccccc3[nH]2)C1=N	i	-2	-3	i	i	i	1	i	i	i	i
CCN(CCCNC(=O)CNC(=O)c1nn(-c2ccc(OC)cc2)c(=O)c2ccccc12)c1cccc(C)c1	i	-7	24	i	i	i	8	i	i	i	-12*
CCOCCOC(=O)COC(=O)c1ccccc1NC(=O)c1ccccc1	i	-13	-10	i	i	i	0	i	i	i	i
Cc1ccc(-c2nc(CN3CCCCC3c3cccc(F)c3)c(C)o2)o1 (stereo not drawn)	i	-23	-5	i	i	i	2	i	i	i	i
Cc1ccc(C(=O)Cn2cncn2)cc1	i	-11	1	i	i	i	-11	i	i	i	i
Nc1nnc(N)c2ccccc12	i	-16	.	i	i	i	-10	i	i	i	i
COc1ccc(-n2c(SCC(=O)Nc3ccccc3OC)nc(O)c(Cc3ccccc3)c2=O)cc1	i	-3	7	i	i	i	0	i	i	i	i
Cc1cccc(Cn2c(N3CCN(C)CC3)nc3c2c(=O)[nH]c(=O)n3C)c1	i	1	-3	i	i	i	3	i	i	i	i
CC(=O)c1c(C)[nH]c(C(=O)OCC(=O)Nc2ccc(C)cc2[N+](=O)[O-])c1C	i	-10	-13	i	i	i	2	i	i	6*	i
O=C(Nc1cc2cc([N+](=O)[O-])ccc2oc1=O)c1cccs1	i	-10	0	.	i	i	-7	i	i	i	.
COc1ccc(CCNC(=O)CN2CCN(c3ccccc3Cl)CC2)cc1	i	-5	-2	i	i	i	-3	i	i	i	i
SMILES	RGS4 block	hERG protect	SKKanGAS inh	ANO1 activ	KCNQ1 act	RGS4 act	HDAC3 inh	KCNK9 inh	ANO1 block	KCNQ1 block	KCNK3 block
COc1ccc(C(=O)O/N=C(\N)c2ccncc2)cc1OC	i	1	-14	i	i	i	4	i	i	i	i
Cc1cc(C)c(S(=O)(=O)c2ccccc2C)c(Oc2ccccc2)n1	i	-13	-1	i	i	i	8	i	i	i	i
CCN(CC)C(=O)C1=C(C)NC(=S)NC1c1ccc(C)s1 (stereo not drawn)	i	-6	-3	i	i	i	8	i	i	i	i
Cc1ccccc1C(=O)N1CCC(C(=O)NC2CCCCCC2)CC1	i	-6	-6	i	i	i	-1	i	i	i	i
CN(C)Cc1c(C(=O)N/N=C/c2ccc(OCc3c(F)cccc3Cl)cc2)nnn1-c1nonc1N	i	-8	9	i	i	i	-3	i	i	i	i
O=C(COC(=O)CCc1nc2ccccc2c(=O)[nH]1)Nc1ccccc1Cl	i	-8	-6	i	i	i	-1	i	i	i	i
Cc1ccc(C(=O)NCC(=O)NCC(=O)OCc2ccc(Oc3ccc([N+](=O)[O-])cc3)cc2)cc1	i	-8	17	i	i	i	-2	i	i	i	i
CCOC(=O)c1ccc(Oc2nc(N(C)C)nc(N3CCOCC3)n2)cc1	i	-7	-3	i	i	i	-1	i	i	i	i
CCOC(=O)c1c(S(=O)(=O)NCC(=O)N2CCN(c3ccccc3OC)CC2)c(C)n(C)c1C	i	-13	-7	i	i	i	?	i	i	i	i
CC(=O)N(C)c1ccc(OCC(O)CN(Cc2ccco2)S(=O)(=O)c2ccc(C)cc2)cc1 (stereo not drawn)	i	-4	-8	i	i	i	9	i	i	i	i
C=CCN1C(=O)C(CC(=O)O)SC1=Nc1cccc([N+](=O)[O-])c1 (stereo not drawn)	i	-8	0	i	i	i	-7	i	i	i	i
O=S(=O)(c1cc(Cl)ccc1Cl)N1CCN(c2ccccn2)CC1	i	-3	3	i	i	i	7	i	i	i	i
O=C(CN1C2=NCCCN2c2ccccc21)c1ccc2c(c1)OCO2	i	-2	0	i	i	i	12	i	i	i	i
Cc1ccccc1CNC(=O)Nc1ccc(Cl)cc1	i	-5	2	i	i	i	1	i	i	i	i
COc1cccc(CNC(=O)CCC2CCCN(C(=O)CCC(F)(F)F)C2)c1 (stereo not drawn)	i	-17	3	i	i	i	-5	i	i	i	i
CCn1c(=O)cc(SCC(=O)N2CCOCC2)c2ccccc21	i	-7	0	i	i	i	3	i	i	i	i
COc1ccc(CCN(C)c2ccc(S(=O)(=O)N3CCCC3)cc2[N+](=O)[O-])cc1OC	i	-11	-9	i	i	i	1	i	i	i	i
CCN1CCN(C(=O)c2ccccc2N(C)S(=O)(=O)c2ccc(C)cc2)CC1	i	-4	-3	i	i	i	6	i	i	i	i
COc1cc2c(cc1OC)CN(S(C)(=O)=O)CC2	i	-14	-1	i	i	i	-5	i	i	i	i
C[C@@H](C(=O)NCCc1ccccc1)N1C(=O)N2CCc3c([nH]c4ccccc34)[C@@]2(C)C1=O	i	-7	1	i	i	i	4	i	i	i	i
COC(=O)N/N=C/c1ccccc1Cl	i	-1	3	i	i	i	.	i	i	i	i
Cc1nc(N2CCN(c3ccccn3)CC2)c2c(C)c(C(=O)N3CCN(c4cccc(Cl)c4)CC3)sc2n1	i	-25	26	i	i	-7.1*	-1	i	i	i	-9.4*
O=C(NC1(N2CCOCC2)CC1)c1ccc(Cl)cc1	i	0	-6	i	i	i	-5	i	i	i	i
O=C(NCCCN1CCOCC1)c1cccc(S(=O)(=O)Nc2cc(Cl)ccc2Cl)c1	i	-14	-6	i	i	i	-4	i	i	i	i
CCC(C)Sc1nnc(-c2c[nH]c3ccccc23)n1CCOC (stereo not drawn)	i	-12	2	i	i	i	-4	i	i	i	i
SMILES	RGS4 block	hERG protect	SKKanGAS inh	ANO1 activ	KCNQ1 act	RGS4 act	HDAC3 inh	KCNK9 inh	ANO1 block	KCNQ1 block	KCNK3 block
O=C(CCn1c(=S)[nH]c2cc3c(cc2c1=O)OCO3)NCc1ccc(Cl)cc1	i	5.0*	2	i	i	i	-2	i	i	i	i
Cc1cc(NC(=O)C(C)C)ncc1NC(=O)CCc1ccccc1	i	-6	10	i	i	i	7	i	i	i	i
O=C(Cn1cc[n+](CC(=O)c2ccccc2)c1)c1ccccc1	i	-3	-5	i	i	i	2	i	i	i	i
O=C(NCC1CCCO1)C(=O)N/N=C\c1ccc2c(c1)OCO2 (stereo not drawn)	i	-8	-14	i	i	i	5	i	i	i	i
CSc1ccc(/C=C2/C(=N)N3N=C(CC(=O)N4CCCC4)SC3=NC2=O)cc1	i	-3	-2	i	i	i	-2	i	i	i	i
CCCCOC(=O)n1c(=S)oc2cc(Cl)ccc21	i	-5	-1	i	i	i	0	i	i	i	i
O=C(NCC(c1ccco1)N1CCc2ccccc21)C(=O)Nc1ccccc1 (stereo not drawn)	i	-5	1	i	i	i	-16	i	i	i	i
COc1cccc(-n2ccnc2SCC(=O)Nc2nccs2)c1	i	-7	-6	i	i	i	-5	i	i	i	i
CCOC(=O)c1sc(NC(=O)CCN2C(=O)c3ccccc3C2=O)c(C(=O)OCC)c1C	i	-3	27	i	i	i	4	i	i	i	i
CCCN1CCC(=O)N([C@H](CSc2ccc(C)cc2)CC(C)C)CC1	i	-15	1	i	i	i	.	i	.	i	i
COc1ccccc1N(CC(O)Cn1c(C)nc2ccccc21)S(=O)(=O)c1ccccc1 (stereo not drawn)	i	-7	-10	i	i	i	0	i	i	i	i
CN1CCN(C(=S)Nc2ccc([N+](=O)[O-])cc2)CC1	i	-6	1	i	i	i	2	i	i	i	i
CCOc1cc(S(=O)(=O)N2CCCCC2)ccc1F	i	-11	2	i	i	i	.	i	i	i	i
Cc1cccc(C(=O)NNC(=O)c2c(O)c3ccccc3n(C)c2=O)c1	i	-6	88*	i	i	i	-3	i	i	i	i
CCCn1c(SCC(=O)Nc2cccc(Cl)c2Cl)n[nH]c1=O	i	-10	0	i	i	i	-4	i	i	i	i
